# Cardiac RTF inh: cardiac RTF calcium desensitization; 340,000 tested, 0.12% active; inhibition, % at 7.15 µM; P19429+P45379; IANBD-labeled cardiac RTF, Ca2+ fluorescence;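 active = inhibition above the mean inhibition of all tested compounds plus 3 SD, cut at about 17% in these data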;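 note: assay run at fixed EC70 calcium of 1.6 mM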
# Rtt109 Vps75: blocks Candida albicans Rtt109/Vps75 acetyltransferase activity; purified Rtt109/Vps75, ThioGlo CoA-SH fluorescence, 4 h; inhibition, % at 34.9 µM; 330,000 tested, 0.16% active; AID 540336;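 active = inhibition of at least 50% in every replicate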
# Target sequence (Q5AAJ8 whole entry, looked up): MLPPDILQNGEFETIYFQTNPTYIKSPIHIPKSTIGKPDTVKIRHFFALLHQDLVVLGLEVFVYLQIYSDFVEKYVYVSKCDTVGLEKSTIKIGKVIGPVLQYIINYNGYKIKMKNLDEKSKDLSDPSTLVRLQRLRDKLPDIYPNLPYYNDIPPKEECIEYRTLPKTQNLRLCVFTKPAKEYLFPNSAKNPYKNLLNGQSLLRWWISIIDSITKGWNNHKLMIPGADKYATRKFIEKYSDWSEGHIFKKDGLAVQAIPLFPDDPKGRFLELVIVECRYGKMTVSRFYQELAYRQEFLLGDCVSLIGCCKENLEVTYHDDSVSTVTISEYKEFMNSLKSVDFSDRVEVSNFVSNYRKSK
# Keap1 Nrf2 FP: inhibitors of human Keap1-Nrf2 protein-protein interaction; inhibition, % at 9.4 µM; Keap1 Kelch-Nrf2 peptide fluorescence polarization, 1536-well; AID 504523; 340,000 tested, 0.15% active; in the data active = inhibition above about 12%;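 note: human Keap1 Kelch domain with fluorescein labeled Nrf2 9mer peptide probe; 0% = neutral control wells and 100% = peptide positive control; higher means more block of Keap1 binding to Nrf2 peptide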
# cardiac RTF act: increases calcium sensitivity of human cardiac regulated thin filaments | P19429+P45379 | IANBD-labeled TnC RTF fluorescence at EC20 calcium; 0% EC20 calcium, 100% full calcium | activation, % at 7.2 µM | 340,000 tested, 0.24% active | AID 493008;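 active = activation above the mean over all tested compounds plus 3 SD, cut at about 30% in these data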;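 note: rise in fluorescence read as greater calcium sensitivity of cardiac thin filaments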
# SR-BI DiI-HDL act: activators of SR-BI mediated HDL lipid uptake. activation, % at 12.5 µM. AID 504775. CHO ldlA[mSR-BI] cells, DiI-HDL uptake fluorescence, 3 h; 100 = double the neutral-control signal. 320,000 tested, 0.096% active;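 active = mean replicate activation of at least 60% and every replicate at or above 60%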;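 note: 0% = median plate neutral-control signal and 100% = twice that signal; values of inactives mirror those of a sister screen read the other way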
#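 Assay system: LDL receptor-deficient CHO ldlA cells overexpressing murine SR-BI / Medium: BSA-supplemented, HEPES-buffered Ham's F12, pH 7.4 / Probe or stimulus: DiI-labelled HDL at 10 µg/mL final / Timing: compound with DiI-HDL co-incubation, 3 h at 37 °C / Technique: bottom-read cell fluorescence after medium removal, ex 550/em 595 nm / Measure: HDL uptake via cellular fluorescence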
# PKA-R2B activ: activates the human PKA-R2B holoenzyme complex; activation, % at 11.4 µM; AID 504700; PKA-R2B holoenzyme dissociation, Cy5-IP20 fluorescence polarization; R2B truncated from residue 108, S112A mutant; 0% DMSO only, 100% 113 µM cGMP; 340,000 tested, 0.079% active;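 active = activation above a cutoff set at the mean over all compounds plus 3 SD, cut at about 18% in these data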;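 note: higher means more holoenzyme dissociation and a rise in polarization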
# Target sequence (P31323 whole entry, looked up, other chains not shown, the tested form may be a part): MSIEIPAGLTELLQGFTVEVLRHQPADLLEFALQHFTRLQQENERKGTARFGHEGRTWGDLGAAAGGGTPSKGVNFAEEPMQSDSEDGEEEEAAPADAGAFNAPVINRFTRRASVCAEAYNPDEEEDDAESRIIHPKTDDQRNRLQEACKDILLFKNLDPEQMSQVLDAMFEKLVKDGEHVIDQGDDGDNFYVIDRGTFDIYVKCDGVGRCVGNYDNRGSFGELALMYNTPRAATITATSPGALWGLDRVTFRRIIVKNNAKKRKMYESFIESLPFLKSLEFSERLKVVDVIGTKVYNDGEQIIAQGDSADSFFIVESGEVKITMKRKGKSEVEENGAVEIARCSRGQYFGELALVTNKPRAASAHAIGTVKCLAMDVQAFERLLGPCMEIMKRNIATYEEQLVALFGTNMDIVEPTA
# CAL PDZ FP-1: inhibitors of human CAL PDZ peptide binding. Q9HD26. purified CAL PDZ, TMR-peptide fluorescence polarization, 1 h. inhibition, % at 20 µM. 330,000 tested, 0.02% active. AID 504414;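 active = highest replicate inhibition of at least 40%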;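 note: plate controls were DMSO neutral control wells for no effect and unlabeled competitor peptide control wells for full effect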
#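 Material: tagged CAL PDZ domain; buffer or medium: 25 mM sodium phosphate pH 7.4, 150 mM NaCl, TCEP, IgG, Thesit; compound dosing: single point, 20 µM; schedule: 1 h incubation at room temperature before polarization reading; measured by: FP readout, S and P plane fluorescence; read-out basis: percent inhibition from loss of millipolarization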
# CAL PDZ FP-2: blocks peptide binding to the human CAL PDZ domain | purified CAL PDZ, TMR-peptide fluorescence polarization, 1 h | inhibition, % at 24.9 µM | 300,000 tested, 0.92% active | AID 602252;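 active = mean inhibition of at least 30% with at least half of replicates also reaching 30%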;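 note: 0% = DMSO neutral control and 100% = excess unlabeled competitor peptide PRC23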
# DAGLB inh: blocks human DAGLB lipase activity; Q8NCG7; HEK293T DAGLB membrane lysate, EnzChek fluorogenic substrate; inhibition, % at 5.17 µM; 340,000 tested, 0.059% active; in the data active = inhibition above about 34%;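 note: 0% = enzyme with vehicle and 100% = wells lacking enzyme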
# C-LANA FP: blocks KSHV LANA C-terminal domain binding to DNA; MBP-C-LANA/FAM-LBS DNA binding, fluorescence polarization; 340,000 tested, 0.078% active; inhibition, % at 9 µM;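 active = highest replicate inhibition at or above 60% at 9 µM, even if other replicates fall short; inactive = all replicates below 60% inhibition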;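 note: 0% = neutral control wells and 100% = 4 µM acridine orange control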
# Starred values were filed as active, the others as inactive; nt = no result given.
SMILES,Cardiac RTF inh,Rtt109 Vps75,Keap1 Nrf2 FP,cardiac RTF act,SR-BI DiI-HDL act,PKA-R2B activ,CAL PDZ FP-1,CAL PDZ FP-2,DAGLB inh,C-LANA FP
COc1ccccc1C(=O)COC(=O)c1cccs1,-2,0,2,-6,-13,-5,-1.0,-1,-4,0.8
Cc1sc2ncnc(OCC(=O)N3CC(=O)Nc4ccccc43)c2c1C,-3,4,1,4,-5,-3,-0.2,-4,3,0.3
COc1cc2cccc(OC)c(=O)c2c(O)c1OC,-1,nt,-4,-5,0,0,-2.1,-3,-1,-2.2
CC(=O)c1sc(NC(=O)c2ccc3c(c2)OCO3)nc1C,0,-7,0,-1,-16,8,-1.4,-2,2,-1.6
COc1cccc(NC(=O)Nc2nnc(CC(=O)Nc3ccccc3)s2)c1,-10,-13,1,1,nt,6,-2.5,-5,2,-1.0
O=C1CN(c2ccc(Cl)cc2)C(=O)CN1NC(=S)Nc1ccc(Cl)cc1,3,3,1,-8,41,1,nt,1,-2,-0.7
COc1ccc2c(c1)c(C(=O)N/N=C/c1cccc(Br)c1)c(C)n2C,-4,7,-3,4,-15,0,-4.7,-2,-4,0.6
CCC(C)NC(=O)[C@H]1N2C(=O)c3ccccc3C2SC1(C)C (stereo not given in full),-2,1,-2,-7,20,5,-0.2,-9,1,-1.5
CCOc1ccc(NC(=O)[C@@H](NC(=O)c2ccccc2)[C@@H](C)CC)cc1,1,5,-3,5,9,-10,-0.3,-2,-3,-0.9
Cc1nn(C(=O)CCCC(=O)NCc2ccccc2)c2ccccc12,-1,4,-4,-1,-24,0,-1.3,-3,-7,1.5
O=C(NCCO)N1c2ccccc2Sc2ccccc21,1,9,0,6,23,-1,-0.1,-7,0,2.3
Cc1ccccc1OCCSc1nc2ccccc2n1CCC(=O)O,6,-11,-4,-2,-10,-9,-0.8,nt,2,-0.4
C/C(=N\Nc1nc(-c2ccccc2O)nc2ccccc12)c1ccccc1,3,2,2,-2,-44,-4,0.3,nt,-4,4.3
COc1ccc(-c2ccc(NC(=O)c3ccc(Br)o3)cc2)nn1,-25,-15,-6,3,-11,0,-2.4,1,0,0.5
CCCN(CC(=O)Nc1ccccc1C)C(=O)COC(=O)c1cnc(C)cn1,7,2,-1,3,25,-6,0.0,nt,0,-1.4
COc1ccc(C(=O)NCc2nnc(SCC(=O)NC3=NCCS3)n2C)cc1,10,-7,-1,-7,nt,5,-2.4,0,1,-0.5
Cc1ccc(CNC(=O)CN(C(=O)C2(C)CC(=O)N=C3C=CC=CN32)c2ccccc2F)cc1 (stereo not given),4,-2,-3,0,nt,0,-0.5,nt,0,0.7
NC(=O)CC(NC(=O)Cc1cccc2ccccc12)c1ccc(N2CCN(c3ccc(F)cc3)CC2)c([N+](=O)[O-])c1 (stereo not given),-1,-1,-2,4,-18,-1,1.8,-5,7,-0.2
COc1ccc(NC(=O)c2cnc(SCC(=O)NCCc3ccccc3)n(C)c2=O)cc1,4,4,-3,-2,-34,1,-1.3,-4,2,0.4
CCOC(=O)c1ccc(-n2ccnc2)c(NC(=O)c2ccc(Cl)cc2)c1,-5,-8,-1,2,15,-10,-0.1,-1,-1,1.3
COc1ccc(NC(=O)CCNS(=O)(=O)c2ccc3c(c2)CC(C)N3C(=O)C2CC2)cc1 (stereo not given),4,14,-4,-1,0,9,-0.2,34*,-3,0.6
FC(F)(F)c1cccc(NC(=S)N(CCCN2CCCC2)Cc2cccn2Cc2ccc(Cl)cc2)c1,-14,8,-1,-4,36,-1,-0.7,-2,-3,-2.8
Cc1ccccc1C(=O)NC1CCN(CC(=O)N2CCCCC2C)CC1 (stereo not given),4,-6,5,-3,nt,4,-0.8,0,-1,1.4
CC1(C)CC(=NOC(=O)c2ccccc2)CC(C)(C)N1O,-6,-1,1,15,19,1,-1.9,-3,6,0.3
O=C(CNC(=O)c1cccs1)OCc1ccc(Br)cc1,-7,-3,7,0,20,-3,-1.9,-4,0,-2.1
# The results go on:
SMILES,Cardiac RTF inh,Rtt109 Vps75,Keap1 Nrf2 FP,cardiac RTF act,SR-BI DiI-HDL act,PKA-R2B activ,CAL PDZ FP-1,CAL PDZ FP-2,DAGLB inh,C-LANA FP
COc1ccc(-c2ccc(OC)c(OC)c2OC)c(OC)c1OC,8,7,4,1,1,0,-0.4,-3,-4,-1.4
COc1cccc(OCC(=O)NNC(=O)c2ccc(-c3ccccc3)cc2)c1,2,-1,-3,10,-25,-3,-1.0,2,5,0.1
CCOC(=O)Nc1cc(C)c(Cl)cc1OC,-2,0,-5,0,-28,-9,-0.1,-1,-4,-1.2
CSc1ncc(Cl)c(C(=O)Nc2ccc(C)c(C)c2)n1,-4,-3,2,0,-14,0,nt,-3,-7,0.8
O=C1C=C(c2ccc3[nH]ccc3c2)C[C@@H](c2ccc(Cl)cc2)C1,3,-5,-6,-4,-61,4,-0.7,-5,-3,1.6
CC(C)C[C@H]1CNC(=S)N1CC1CCCN1C[C@H](Cc1ccccc1)N1C[C@H](Cc2ccc(O)cc2)N(CC2CCCCCC2)C1=S (stereo not given in full),3,3,-3,-4,17,-9,0.0,-2,-9,-1.7
COc1cc(OC)c2c(-c3ccccc3)cc(=O)oc2c1C(CCN1CCOCC1)c1ccc(N(C)C)cc1 (stereo not given),-2,-16,-8,-6,nt,-6,0.2,7,2,-1.3
Cc1nn(CC2CC2)c(=O)n1-c1cccc(Cl)c1,-3,-8,3,-1,29,3,1.3,-3,-3,1.3
O=C(O)CC1SC(=O)N(CC(=O)c2ccccc2)C1=O (stereo not given),-11,-7,2,-5,15,3,nt,-3,-2,1.4
COc1cccc(C(C(=O)NC2CCCC2)N(Cc2ccccc2OC)C(=O)c2ccco2)c1 (stereo not given),-5,-32,-5,2,8,-1,0.1,-1,0,-0.8
CCC1CCc2sc(C(=O)NCC(c3ccccc3OC)N3CCCC3)cc2C1 (stereo not given),-5,3,0,-4,-41,1,-2.0,0,3,-1.8
O=C(c1cc(-c2ccccc2Cl)nc2ccccc12)N1CCN(c2ccccc2O)CC1,-9,8,0,-14,-13,-18,-1.3,-11,2,1.7
CC1CCCN(CCCNC(=O)c2ccc(CS(=O)(=O)c3c(Cl)cccc3Cl)o2)C1 (stereo not given),-3,-5,-3,0,12,1,-0.1,4,2,0.3
Cc1cccc(OCCn2nc(C(=O)O)c3ccccc3c2=O)c1,4,4,1,2,5,14,-2.5,-3,0,-0.8
COc1ccc(Cl)cc1C(=O)OCC(=O)Nc1sccc1C(N)=O,-3,-3,0,-1,-19,-1,-1.3,nt,-1,2.3
O=C(O)Cn1nc2c3c(cccc3c1=O)-c1ccccc1-2,-7,6,-3,1,3,-1,0.5,-2,-9,3.7
Cc1ccc(C2NC(=S)NC3=C2N2CCC3CC2)cc1 (stereo not given),-2,-5,-1,-3,-13,-8,-0.5,-4,4,-0.2
CCN1/C(=C2\C(=O)N(C)C(=S)N2C)C=Cc2cc(OC)ccc21,-7,-10,-2,5,33,-1,-1.5,2,2,2.1
COc1cc2cc(C)nc(Cc3cccc4ccccc34)c2cc1OC,-1,0,-4,-1,-5,-7,-1.4,nt,-5,-0.2
N#Cc1c(Nc2ccccc2)sc(C(=O)c2ccc(F)cc2)c1N,7,4,-8,1,-39,-11,-1.6,3,3,-1.7
CCOc1ccc2[nH]cc(C(=O)NCc3ccccc3)c(=O)c2c1,0,-2,-2,-6,-6,-6,-2.3,-4,1,-0.1
CCOC(=O)c1ccc(NC(=S)NCCC2=CCCCC2)cc1,-26,3,-3,-7,9,-15,-2.9,-1,-4,-1.3
O=C(c1cccc(S(=O)(=O)Nc2ccccc2Cl)c1)N1CCN(c2ccccc2O)CC1,4,1,-4,0,-16,-20,-0.8,-6,4,-0.3
Cc1ccc(Nc2nc(-c3cccnc3)cs2)cc1Cl,-4,2,1,0,-34,-4,0.8,0,0,-1.4
COc1ccc(-c2nnc(SCC(=O)Nc3sc4c(c3C#N)CCC4)n2CC2CCCO2)cc1 (stereo not given),3,17,-5,2,-34,-3,-0.3,-4,2,2.0
Cc1nc(NC(=O)COc2ccccc2)sc1C(=O)Nc1cccc(Cl)c1,-4,-6,-3,3,-45,-8,-2.8,-1,2,1.0
COC(c1ccc(Cl)cc1)(c1ccc(Cl)cc1)C(Oc1nc(C)cc(C)n1)C(=O)O (stereo not given),-4,-1,-1,-4,-6,-7,-1.5,nt,9,-0.5
Cc1ccc(C(=O)Nc2nnc(-c3ccco3)o2)cc1C,5,-10,-3,1,-9,7,-2.7,-1,0,-2.2

# Exported with each value named: part of the list above.
Cc1ccc(Nc2nc(-c3cccnc3)cs2)cc1Cl
  Cardiac RTF inh: -4 | Rtt109 Vps75: 2 | Keap1 Nrf2 FP: 1 | cardiac RTF act: 0 | SR-BI DiI-HDL act: -34 | PKA-R2B activ: -4 | CAL PDZ FP-1: 0.8 | CAL PDZ FP-2: 0 | DAGLB inh: 0 | C-LANA FP: -1.4
COc1ccc(-c2nnc(SCC(=O)Nc3sc4c(c3C#N)CCC4)n2CC2CCCO2)cc1 (stereo not given)
  Cardiac RTF inh: 3 | Rtt109 Vps75: 17 | Keap1 Nrf2 FP: -5 | cardiac RTF act: 2 | SR-BI DiI-HDL act: -34 | PKA-R2B activ: -3 | CAL PDZ FP-1: -0.3 | CAL PDZ FP-2: -4 | DAGLB inh: 2 | C-LANA FP: 2.0

# Of the compounds above, these contain a thiophene ring, fused or not.
SMILES,Cardiac RTF inh,Rtt109 Vps75,Keap1 Nrf2 FP,cardiac RTF act,SR-BI DiI-HDL act,PKA-R2B activ,CAL PDZ FP-1,CAL PDZ FP-2,DAGLB inh,C-LANA FP
COc1ccccc1C(=O)COC(=O)c1cccs1,-2,0,2,-6,-13,-5,-1.0,-1,-4,0.8
Cc1sc2ncnc(OCC(=O)N3CC(=O)Nc4ccccc43)c2c1C,-3,4,1,4,-5,-3,-0.2,-4,3,0.3
O=C(CNC(=O)c1cccs1)OCc1ccc(Br)cc1,-7,-3,7,0,20,-3,-1.9,-4,0,-2.1
CCC1CCc2sc(C(=O)NCC(c3ccccc3OC)N3CCCC3)cc2C1 (stereo not given),-5,3,0,-4,-41,1,-2.0,0,3,-1.8
COc1ccc(Cl)cc1C(=O)OCC(=O)Nc1sccc1C(N)=O,-3,-3,0,-1,-19,-1,-1.3,nt,-1,2.3
N#Cc1c(Nc2ccccc2)sc(C(=O)c2ccc(F)cc2)c1N,7,4,-8,1,-39,-11,-1.6,3,3,-1.7
COc1ccc(-c2nnc(SCC(=O)Nc3sc4c(c3C#N)CCC4)n2CC2CCCO2)cc1 (stereo not given),3,17,-5,2,-34,-3,-0.3,-4,2,2.0

# Bioassay records deposited in PubChem BioAssay by several laboratories.
